# Bioassay records (PubChem BioAssay)
# BL2 CD40 inh = CD40 pathway inhibition in BL2 cells. AID 1053188. BL2 NF-kB luciferase reporter, CD40L-induced, 4 h. inhibition, % at 10 µM. 83,000 tested, 0.94% active;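 active means mean inhibition of at least 50% with a set share of replicates also reaching that level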;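 further: 0% = neutral control wells and 100% = IKK inhibitor VII at 50 µM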
# The depositor's hits bear a star; & = joins results of further samples; [ ] = remark or other dose.
SMILES,BL2 CD40 inh
CCN1[C@@H]2Cn3c(ccc(-c4cccnc4)c3=O)[C@H]1[C@@H](C(=O)NCc1ccccc1)[C@@H]2CO,5[25 µM]
COc1ccccc1C(=O)N1C[C@@H]2[C@H](c3ccccc31)[C@@H](CO)N2C(=O)C1CC1,-4
CC1CCN(S(=O)(=O)c2ccc(NC(=O)CCNC(=O)c3ccc(Cl)cc3)cc2)CC1,-2
O=C(O)c1ccc(COCC(F)(F)C(F)F)o1,4
CCS(=O)(=O)N1Cc2ccccc2CC1C(=O)N(C)CC(=O)Nc1ccc(OC)cc1 (stereo not drawn),-1
Cc1ccc(-c2ccccc2[C@H]2[C@@H](C#N)N(c3ncc(-c4ccccc4)s3)[C@@H]2CO)cc1,50*[25 µM]
CCCNC(=O)N1[C@H](C#N)[C@@H](c2ccccc2-c2cccc(C)c2)[C@@H]1CO,0[25 µM]
Cc1csc(SCC(=O)NC2CCC(C)CC2)n1 (stereo not drawn),-68
COc1ccccc1CCC(=O)OC(C)C(=O)Nc1c(C)n(C)n(-c2ccccc2)c1=O (stereo not drawn),5
COc1ccccc1-c1ccccc1[C@@H]1[C@@H](CO)N(C(=O)C2CCC2)[C@H]1C#N,-6[25 µM]
COc1ccc(C(=O)NN)cc1,-36
CC1(C)NC(=O)N(CC(O)Cn2c3ccccc3c3ccccc32)C1=O (stereo not drawn),9
CC1CCC(C(O)(C(=O)O)C2CCCCC2)CC1C (stereo not drawn),2
CS(=O)(=O)N1[C@H](C#N)[C@H](c2ccc(C#CC3CCCC3)cc2)[C@@H]1CO,-34[25 µM]
C[C@@H]1CN([C@H](C)CO)C(=O)CCCn2cc(nn2)CO[C@@H]1CN(C)Cc1ccncc1,-2
COc1ccc(-c2ccc([C@H]3[C@H]4CN(CC5CCOCC5)CCCCN4[C@H]3CO)cc2)cc1,-16[25 µM]
O=C(NCC(=O)N1CCCCCCC1)c1ccccc1Br,-67
CC(=O)N(C)c1ccc(C(O)(C(F)(F)F)C(F)(F)F)cc1,9
O=C(O)C1(c2ccccc2)CCN(S(=O)(=O)c2ccccc2)CC1,2
CCOc1ccc(NC(=O)CN(C)C(=O)c2ccc(N3CCCCCC3)c([N+](=O)[O-])c2)cc1OCC,-4

# The last two compounds of the section before are carried over, then new ones follow.
SMILES,BL2 CD40 inh
O=C(O)C1(c2ccccc2)CCN(S(=O)(=O)c2ccccc2)CC1,2
CCOc1ccc(NC(=O)CN(C)C(=O)c2ccc(N3CCCCCC3)c([N+](=O)[O-])c2)cc1OCC,-4
COc1ccc(OC)c(-c2csc(NC(=O)COC(=O)C3(C)CC3(Cl)Cl)n2)c1 (stereo not drawn),17
COc1ccc(-c2cc(C)nc3c(-c4ccccc4)cnn23)cc1,35
Cc1noc(C)c1C(=O)Nc1ccc(S(=O)(=O)N2CCCCC2)cc1,6
Cc1ccc(CNC(=O)c2cncc(Br)c2)cc1,-10
COc1ccc(/C=N/NC(=O)CC(=O)N/N=C/c2ccc(OC)cc2)cc1,3
O=C(COC(=O)CCc1ccccc1)NCc1ccc2c(c1)OCO2,-3
CC(C)Oc1cccc(NC(=O)C2(C)CCN2C(=O)C(C)C)c1 (stereo not drawn),-3
OCCN1CCN(CCO)C1=S,4
COCC(C)NC(=O)c1ccccc1OC(C)=O (stereo not drawn),-1
CCn1c(SCc2cccc(C(=O)O)c2)nnc1-c1ccccc1,-24
C[C@@H]1CN([C@@H](C)CO)C(=O)c2cccc(NS(=O)(=O)c3ccc(F)cc3)c2O[C@@H]1CN(C)C(=O)NC1CCCCC1,-6[25 µM]
Cc1ccc2[nH]c(C(=O)O)c(NC(=O)[C@@H]3C[C@@H]3c3ccccc3)c2c1,18
Cc1cc(C)n(-c2ccc(C(=O)Nc3cccnc3)cc2)n1,10
CCCNC(=O)N1[C@H](CO)[C@@H](c2ccccc2-c2ccc(C)cc2)[C@@H]1C#N,17[25 µM]
CN1c2ccc(-c3ccccc3)cc2[C@H]2[C@H](CCN2C(=O)c2ccccn2)[C@@H]1CO,-5
CCc1ccc(S(=O)(=O)Nc2cccc(-c3ccc4nnc(C)n4n3)c2)s1,3
O=C(OCCCN1CCCC1)C1(c2ccccc2)CCCC1,16
COc1ccc(C(=O)c2c[nH]c(C(=O)NCCCn3ccnc3)c2)cc1,12
COc1cccc2c1Oc1cc([N+](=O)[O-])cc(N(C)C(C)=O)c1C=C2,17
CO[C@@H](CN(C)Cc1ccc2c(c1)OCO2)[C@@H](C)CN(C(=O)Nc1ccc(F)cc1)[C@H](C)CO,-1[25 µM]
COc1ccccc1NS(=O)(=O)c1cc(NC(=O)c2ccccc2[N+](=O)[O-])ccc1N1CCOCC1,-5
CC(=O)N(C[C@@H]1N[C@@H](CO)[C@H]1c1ccc(-c2ccccc2)cc1)C(C)C,3[25 µM]
CCOC(=O)c1sc(C)c(C(=O)NCCCN2CCOCC2)c1N,3
CN(c1ccc(C(=O)N2CCCCC2)cc1)S(=O)(=O)c1cccs1,12
CCCc1ccc(OCc2ccc(C(=O)NCc3cccnc3)o2)c(OC)c1,-7
CCCCN(C(=O)C1CCCC1)C1CCS(=O)(=O)C1 (stereo not drawn),10
O=c1c2ccccc2nc(SCc2cc(F)cc3c2OCOC3)n1Cc1ccco1,5
CCOC(=O)c1c(NC(=O)CNCCO)sc(C)c1C,10
CCOC(=O)c1csc(NC(=O)c2ccc3c(c2)OCCO3)n1,-67
Cc1cc(C(=O)OCC(=O)N2CC(C)OC(C)C2)c2ccccc2n1 (stereo not drawn),3
CC(C)NC(=O)N1[C@@H](CO)[C@H](c2ccccc2)[C@@H]1CN(C)C(=O)c1cccnc1,3[25 µM]
CC(=O)c1ccc(OCc2cc(C(=O)N(C)Cc3ccon3)no2)cc1,-20
O=C(C1CCC1)N1C[C@H]2[C@@H](c3ccccc31)[C@H](CO)N2C(=O)c1ccccc1,3
Cc1ccc(OCC(=O)N(Cc2ccccc2)C2CCS(=O)(=O)C2)c([N+](=O)[O-])n1 (stereo not drawn),8
COc1cccc(-c2ccc(C3[C@H]4CNC[C@@H]3N4C(=O)Nc3ccccc3F)cc2)c1 (stereo partly drawn),-11&-1[25 µM]
CCC(=O)NC[C@H]1N[C@H](CO)[C@@H]1c1ccc(-c2cccnc2)cc1,-1[25 µM]
C/C=C/c1ccc([C@@H]2[C@H](CO)N3C(=O)CN(C(=O)c4ccncc4)C[C@@H]23)cc1,-12[25 µM]
O=C1CN(C(=O)c2ccccn2)c2ccccc2N1,12
CCCCOc1cc(C(=O)NCCN(CC)CC)c2ccccc2n1,8&25
O=C(NCC1CCCN1S(=O)(=O)c1cccs1)C(=O)Nc1ccc(F)cc1F (stereo not drawn),-5
[O-][n+]1cc(Cl)cc(Cl)c1,4
C[C@H](NC(=O)C[C@H]1C[C@@H]2c3cc(N(C)C)ccc3O[C@@H]2[C@H](CO)O1)c1ccccc1,-2[25 µM]
Cc1ccc(OCc2nc(-c3ccccn3)n[nH]2)cc1,-88
O=C(C1CCN(S(=O)(=O)c2ccc(Cl)s2)CC1)N1CCN(c2ccccc2)CC1,1
Cc1ccc(NC(=O)COC(=O)c2cccnc2)c(C)c1,8
CC(C)C1NCCc2c1sc1ccccc21 (stereo not drawn),14
Cc1nc2ccccc2n1/N=C/c1ccc([N+](=O)[O-])o1,2
O=C(CC(F)(F)F)N1C[C@H]2[C@@H](c3ccccc31)[C@@H](CO)N2Cc1cccnc1,8[25 µM]
CCc1nnc(NC(=O)CCC(=O)NC2CCCc3ccccc32)s1 (stereo not drawn),0
COc1ccc(CN2[C@H](CO)[C@@H]3c4ccccc4NC[C@@H]32)cc1,-6[25 µM]
O=C(Cn1cc(C(=O)C2CC2)c2ccccc21)NC1CCCC1,-9
CCC(=O)N1CCCCN2[C@H](CO)[C@@H](c3ccc(-c4cccc(C#N)c4)cc3)[C@H]2C1,13[25 µM]
C[C@H]1CN([C@@H](C)CO)C(=O)c2ccccc2-c2ccccc2CO[C@H]1CN(C)Cc1cccc(O)c1,0
CCn1c(=O)cc(SCC(=O)N2CCN(c3ccccn3)CC2)c2ccccc21,9
COc1ccc(F)cc1-c1cc(NC=O)c2ncc(-c3cccc(C(F)(F)F)c3)n2c1,-13
O=C(Nc1cccc(Cl)c1)N1C[C@H]2[C@@H](c3ccccc31)[C@H](CO)N2C(=O)C1CC1,-2
O=C(/C=C/c1ccco1)N1CCN(S(=O)(=O)c2ccccc2)CC1,1
COCCn1c(SCC(=O)Nc2cccnc2Cl)nc2cc(Cl)ccc2c1=O,7
Cc1ccc2cc(CNC(C)(C)C)c(=O)[nH]c2c1,-4
COc1ccc(S(=O)(=O)N2CC[C@H]3[C@H](CO)Nc4ccc(Br)cc4[C@H]32)cc1,2[25 µM]
# Later entries.
SMILES,BL2 CD40 inh
O=C(Nc1ccc(S(=O)(=O)Nc2ncccn2)cc1)c1ccc2ncsc2c1,1
O=C(Nc1cccc(S(=O)(=O)N2CCOCC2)c1)c1cc2ccccc2o1,-8
Cn1c(=O)n(C)c2cc(NC(=O)c3cc4ccccc4o3)ccc21,-24
O=C(O)c1cccc(S(=O)(=O)Nc2ccc(OCc3ccccc3)cc2)c1,24
Cc1noc(C)c1COc1ccc(C(=O)OCC(=O)Nc2ccc3ccccc3c2)cc1,-6
CN(C)CCNC(=O)NC(=O)c1ccc(Cl)cc1,-5
O=C(COC(=O)C1CC2CCCC(C1)C2=O)NNC(=O)c1ccccc1Br (stereo not drawn),6
O=C(CCC(=O)NC1CC1)Nc1nnc(C2CCCCC2)s1,-4
Cc1cc(Oc2ccc(-c3ccccc3)cc2)n2ncnc2n1,4
COC(=O)c1ccc(CCc2cc(O)ccc2O)cc1,4
CN1CCN(c2nc(-c3ccccc3)ncc2S(C)(=O)=O)CC1,5
CCN1[C@H](C(=O)NCC(F)(F)F)[C@@H](CO)[C@@H]2Cn3c(ccc(-c4ccccc4)c3=O)[C@@H]21,-3[25 µM]
COC1=CC(=O)OC(c2ccc(OC)cc2)C1 (stereo not drawn),-6
C/C=C/c1ccccc1[C@@H]1[C@@H](CO)N(C(=O)NC2CCCCC2)[C@H]1C#N,7[25 µM]
N#C[C@@H]1[C@H](c2ccccc2-c2cccc(F)c2)[C@@H](CO)N1C(=O)C1CCC1,4[25 µM]
COc1ccc(N(C)C(=O)C2CCN(S(=O)(=O)c3cccc4nsnc34)CC2)cc1,-1
Cn1c(-c2ccccc2)c(C(=O)CC#N)c2ccccc21,-3
Cc1c(Cl)ccc2c(C(O)CBr)cc(-c3ccccc3)nc12 (stereo not drawn),2
COc1ccc(-c2noc(-c3cccs3)n2)cc1OC,-60
CCn1nc(C)c(NC(=O)/C=C/c2cnn(C)c2)c1C,-2
CCN(CC)c1ccc(NC(=O)CSc2nc3nc(C)cc(C)c3c(=O)[nH]2)cc1,4
C[C@H](NC(=O)C1CCN(S(=O)(=O)c2ccccc2)CC1)C(=O)NC1CC1,10
COc1ccc(CC(=O)Nc2cc3oc4ccccc4c3cc2OC)cc1,-44
COC(=O)c1c(C)[nH]c(C(=O)C(C)OC(=O)c2c(C)noc2C)c1C (stereo not drawn),23
CCOc1ccc2oc(C(=O)NCC(c3ccco3)N(C)C)c(C)c2c1 (stereo not drawn),-23
O=C(C[C@H]1C=C[C@@H](NC(=O)Nc2cccc(F)c2)[C@@H](CO)O1)NCC1CCCCC1,5[25 µM]
Cc1n[nH]c(=S)n(NC(=O)/C=C/C(=O)Nn2c(=S)[nH]nc(C)c2=O)c1=O,-3
CCN(CC)C(=O)CCC(=O)Nc1ccc(C(=O)OC)cc1,-2
Cn1ncc(Cl)c1C(=O)Nc1ccc2c(c1)CCC2,-104
CN1CCN(CCC2Oc3cc([N+](=O)[O-])ccc3NC2=O)CC1 (stereo not drawn),-2
CN1C[C@H]2[C@@H](c3ccccc31)[C@@H](CO)N2Cc1ccccc1,2[25 µM]
CC(=O)Nc1nonc1-n1nnc(C(=O)NCc2ccccc2)c1C,9
COC(=O)C1CCN(C(=O)COC(=O)c2ccc3[nH]c4c(c3c2)CCCC4)CC1,-48
COc1cc2c(cc1OC)C(c1cccs1)CC(=O)N2 (stereo not drawn),8
O=C(C[C@@H]1C[C@H]2c3cc(NC(=O)Nc4ccccc4F)ccc3O[C@H]2[C@H](CO)O1)NCc1ccccn1,-9[25 µM]
O=C(C[C@@H]1CC[C@H](NC(=O)C2CC2)[C@H](CO)O1)Nc1ccccc1,6[25 µM]

# Grouped by structure: the compounds so far with fluorine (13)
SMILES,BL2 CD40 inh
O=C(O)c1ccc(COCC(F)(F)C(F)F)o1,4
CC(=O)N(C)c1ccc(C(O)(C(F)(F)F)C(F)(F)F)cc1,9
C[C@@H]1CN([C@@H](C)CO)C(=O)c2cccc(NS(=O)(=O)c3ccc(F)cc3)c2O[C@@H]1CN(C)C(=O)NC1CCCCC1,-6[25 µM]
CO[C@@H](CN(C)Cc1ccc2c(c1)OCO2)[C@@H](C)CN(C(=O)Nc1ccc(F)cc1)[C@H](C)CO,-1[25 µM]
O=c1c2ccccc2nc(SCc2cc(F)cc3c2OCOC3)n1Cc1ccco1,5
COc1cccc(-c2ccc(C3[C@H]4CNC[C@@H]3N4C(=O)Nc3ccccc3F)cc2)c1 (stereo partly drawn),-11&-1[25 µM]
O=C(NCC1CCCN1S(=O)(=O)c1cccs1)C(=O)Nc1ccc(F)cc1F (stereo not drawn),-5
O=C(CC(F)(F)F)N1C[C@H]2[C@@H](c3ccccc31)[C@@H](CO)N2Cc1cccnc1,8[25 µM]
COc1ccc(F)cc1-c1cc(NC=O)c2ncc(-c3cccc(C(F)(F)F)c3)n2c1,-13
CCN1[C@H](C(=O)NCC(F)(F)F)[C@@H](CO)[C@@H]2Cn3c(ccc(-c4ccccc4)c3=O)[C@@H]21,-3[25 µM]
N#C[C@@H]1[C@H](c2ccccc2-c2cccc(F)c2)[C@@H](CO)N1C(=O)C1CCC1,4[25 µM]
O=C(C[C@H]1C=C[C@@H](NC(=O)Nc2cccc(F)c2)[C@@H](CO)O1)NCC1CCCCC1,5[25 µM]
O=C(C[C@@H]1C[C@H]2c3cc(NC(=O)Nc4ccccc4F)ccc3O[C@H]2[C@H](CO)O1)NCc1ccccn1,-9[25 µM]

# A portion of the library; the hit share may differ from the screen's.
